# Assay outcomes (PubChem BioAssay)
# ASAP1 inh – ASAP1 ArfGAP inhibition; 360,000 tested, 0.19% active; ASAP1-stimulated ARF1 GTP hydrolysis, GDP FP detection; inhibition, % at 16.5 µM; Q9ULH1; in the data active = inhibition above about 25%;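 note: 0% = vehicle with enzyme and substrate and 100% = no enzyme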
# GAA850 FXN act – frataxin GAA850 promoter activation | HEK293 lucGAA850 FXN promoter luciferase reporter, 24 h; percent of 10 µM SAHA response | 360,000 tested, 0.56% active | activation, % at 6 µM | AID 540364;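 active = activation above the average of all compounds screened plus 3 SD, cutoff fixed separately per campaign, cut at about 7.5% in these data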;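 note: 0% = DMSO wells and 100% = 10 µM SAHA wells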
# Tn6 DDE FP – DD(E)-Tn6 binding inhibition, primary FP screen | P02675 | Fibrin DD(E) TRITC-Tn6 fluorescence polarization displacement | inhibition, % at 8.3 µM | 370,000 tested, 0.21% active;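 active = inhibition above a per-campaign cutoff: mean of compounds within control limits plus 3 SD, cut at about 15% in these data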;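 note: 0% = median of all compound wells on the plate and 100% = blocking peptide control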
# ADAM10 inh – inhibits human ADAM10; recombinant ADAM10, EDANS/DABCYL FRET peptide cleavage, 3 h; inhibition, % at 7 µM; 370,000 tested, 0.62% active;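 active = inhibition above a per-campaign cutoff equal to the mean of compounds falling between control-based bounds plus 3 SD, cut at about 20% in these data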;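 note: 0% = DMSO wells while the 100% control is not disclosed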
# sPLA2-III inh – Inhibits HGIII-sPLA2 liposome hydrolysis, primary screen; Q9NZ20; QFRET BODIPY PC-A2 liposome hydrolysis, fluorescence; inhibition, % at 12.2 µM; 370,000 tested, 0.56% active; AID 743126;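 active = inhibition above mean plus 3 SD of compounds lying within the high and low control bounds, cut at about 19% in these data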;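 note: 0% = median of test compound wells and 100% = no enzyme DMSO wells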
# Target sequence (Q9NZ20 whole entry, looked up): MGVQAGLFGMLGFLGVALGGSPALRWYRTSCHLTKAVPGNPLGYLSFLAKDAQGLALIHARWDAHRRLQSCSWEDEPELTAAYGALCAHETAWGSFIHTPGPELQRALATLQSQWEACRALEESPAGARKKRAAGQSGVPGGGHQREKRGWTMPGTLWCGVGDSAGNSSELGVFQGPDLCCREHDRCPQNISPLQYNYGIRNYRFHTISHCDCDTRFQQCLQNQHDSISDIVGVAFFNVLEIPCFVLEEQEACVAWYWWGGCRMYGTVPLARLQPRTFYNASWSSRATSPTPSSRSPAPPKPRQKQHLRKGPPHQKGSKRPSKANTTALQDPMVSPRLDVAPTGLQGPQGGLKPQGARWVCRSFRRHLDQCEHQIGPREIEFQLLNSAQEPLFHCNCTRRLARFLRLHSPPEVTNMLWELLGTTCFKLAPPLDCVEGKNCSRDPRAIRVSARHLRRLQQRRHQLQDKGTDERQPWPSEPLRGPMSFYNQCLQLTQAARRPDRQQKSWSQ
# NPR2 activator – GC-B (human) receptor activation; 370,000 tested, 0.11% active; activation, % at 10 µM; HEK293-GC-B cells, CNP EC30, cGMP TR-FRET; 0% at EC30 CNP, 100% saturating CNP;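 active = activation at 10 µM reaching about 35% in either raw or pattern-adjusted values, limit read from the data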
# GC-A act – GC-A (human) enzyme activation; AID 1671463; 370,000 tested, 0.14% active; activation, % at 10 µM; P16066; HEK293 GC-A cells, cGMP TR-FRET, EC30 ANP; 0% at EC30 ANP, 100% saturating ANP; in the data active = activation above about 40%
# rCAG binder – molecules binding r(CAG) RNA repeats; r(CAG) RNA repeat, TO-PRO-1 dye displacement fluorescence; inhibition, % at 3 µM; 370,000 tested, 1.3% active;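 active = inhibition above the plate cutoff, the mean of all test compounds on that plate plus 3 SD, cut at about 35% in these data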;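 note: 0% = DMSO alone and 100% = 100 µM mitoxantrone as full dye displacement; higher means more dye released from RNA so lower well fluorescence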
# ARFGAP1 inhibitor – rat ARFGAP1 inhibition; 360,000 tested, 0.26% active; Q62848; Arfgap1-stimulated ARF1 GTP hydrolysis, GDP FP detection; inhibition, % at 16.5 µM;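 active = inhibition above a per-plate limit, mean inhibition of low control wells plus 3 SD, cut at about 25% in these data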;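 note: 0% = DMSO wells with enzyme and 100% = wells lacking Arfgap1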
# Target sequence (Q62848 1-136 limits assumed): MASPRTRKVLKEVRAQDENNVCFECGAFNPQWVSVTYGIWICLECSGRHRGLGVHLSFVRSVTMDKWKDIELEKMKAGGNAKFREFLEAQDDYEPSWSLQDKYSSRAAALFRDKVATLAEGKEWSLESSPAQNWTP
#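 Material: truncated rat Arfgap1 GAP domain; Incubation: compound-enzyme preincubation 20 min, reaction 120 min, detection 60 min, 25 °C; Read-out: percent inhibition of Arfgap1-stimulated GTP hydrolysis; Technique: FP, GDP Alexa 633 tracer displaced from anti-GDP antibody, 620/688 nm; Controls: No-Arfgap1 wells (100%) versus DMSO full-reaction wells (0%); Replication: single well per compound.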
# KLK7 zymogen act – activators of human kallikrein-7 zymogen | purified proKLK7, EDANS-DABCYL substrate fluorescence; 100% is mature enzyme control, 0% vehicle | P49862 | activation, % at 7 µM | 370,000 tested, 0.9% active;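 active = activation above the mean of all tested compounds plus 3 SD, computed per campaign excluding outliers beyond control limits, cut at about 13% in these data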
# Target sequence (P49862 whole entry, looked up): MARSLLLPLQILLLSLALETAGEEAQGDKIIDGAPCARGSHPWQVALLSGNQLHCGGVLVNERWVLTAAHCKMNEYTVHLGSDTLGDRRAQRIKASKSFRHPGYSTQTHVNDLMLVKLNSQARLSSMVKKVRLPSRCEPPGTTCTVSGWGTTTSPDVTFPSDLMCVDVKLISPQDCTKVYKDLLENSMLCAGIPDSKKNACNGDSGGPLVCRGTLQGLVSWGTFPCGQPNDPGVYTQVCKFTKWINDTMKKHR
# * = called active by the depositor; i = inactive; x = not tested or not shown.
# Start of the data: the first 11 records as a preview:
SMILES,ASAP1 inh,GAA850 FXN act,Tn6 DDE FP,ADAM10 inh,sPLA2-III inh,NPR2 activator,GC-A act,rCAG binder,ARFGAP1 inhibitor,KLK7 zymogen act
COC(=O)[C@]12C[C@H](CC(=O)N3CCCCC3)C(=O)N(CCC3=CCCCC3)C1=C[C@H](C(C)(C)C)O[C@@H]2C,-4,x,-3,-4,-4,-5,-7,-1,-7,0.5
CSC[C@H]1CN(Cc2ccccc2)C(=O)[C@@H]1CC(=O)Nc1ccc(Br)cc1,-3,0.7,-2,4,-4,-4,2,4,1,0.0
O=C(O)c1ccc(NS(=O)(=O)c2cc(C(=O)O)ccc2Br)cc1,13,2.6,-3,0,0,5,4,1,1,0.6
CCCCCC(=O)Nc1ccc(-c2csc(N)n2)cc1,-3,2.0,-1,-6,-18,-1,-3,5,-4,0.3
COC(=O)CC1Sc2ccccc2NC1=O (stereo not given),-3,-0.8,-5,-3,1,12,0,-1,-3,0.0
COc1ccc(Oc2cc(F)nc(N)n2)cc1,5,3.5,-1,-4,6,-2,-1,-2,3,-0.6
CCOc1ccc(CCN2C(=O)C(=O)N([C@@H](CC(C)C)CN3CCC[C@H]3CN3C(=O)C(=O)NC[C@@H]3CC(C)C)C[C@@H]2Cc2ccc(O)cc2)cc1,-4,x,0,-6,-14,6,-4,3,8,0.2
Cc1ccc(Cl)cc1N1CCN(C(=O)Cn2ccc3ccccc3c2=O)CC1,10,-2.5,0,-3,-9,3,-3,-1,6,-0.7
CNc1cccc(-c2c(OC)cccc2OC)n1,-3,-0.7,11,-35,9,7,-2,0,5,-0.2
C/C(=N\NC(=O)c1ccco1)c1ccc(NC(=O)c2ccccc2)cc1,-12,5.2,-2,-1,5,-2,0,0,-3,-0.4
COc1ccc(-n2nc(C(=O)NCC(=O)NCc3cccc(F)c3)c3ccccc3c2=O)cc1Cl,5,-2.8,5,-11,1,-2,-4,4,6,-1.4

# Results, from the start:
SMILES,ASAP1 inh,GAA850 FXN act,Tn6 DDE FP,ADAM10 inh,sPLA2-III inh,NPR2 activator,GC-A act,rCAG binder,ARFGAP1 inhibitor,KLK7 zymogen act
COC(=O)[C@]12C[C@H](CC(=O)N3CCCCC3)C(=O)N(CCC3=CCCCC3)C1=C[C@H](C(C)(C)C)O[C@@H]2C,-4,x,-3,-4,-4,-5,-7,-1,-7,0.5
CSC[C@H]1CN(Cc2ccccc2)C(=O)[C@@H]1CC(=O)Nc1ccc(Br)cc1,-3,0.7,-2,4,-4,-4,2,4,1,0.0
O=C(O)c1ccc(NS(=O)(=O)c2cc(C(=O)O)ccc2Br)cc1,13,2.6,-3,0,0,5,4,1,1,0.6
CCCCCC(=O)Nc1ccc(-c2csc(N)n2)cc1,-3,2.0,-1,-6,-18,-1,-3,5,-4,0.3
COC(=O)CC1Sc2ccccc2NC1=O (stereo not given),-3,-0.8,-5,-3,1,12,0,-1,-3,0.0
COc1ccc(Oc2cc(F)nc(N)n2)cc1,5,3.5,-1,-4,6,-2,-1,-2,3,-0.6
CCOc1ccc(CCN2C(=O)C(=O)N([C@@H](CC(C)C)CN3CCC[C@H]3CN3C(=O)C(=O)NC[C@@H]3CC(C)C)C[C@@H]2Cc2ccc(O)cc2)cc1,-4,x,0,-6,-14,6,-4,3,8,0.2
Cc1ccc(Cl)cc1N1CCN(C(=O)Cn2ccc3ccccc3c2=O)CC1,10,-2.5,0,-3,-9,3,-3,-1,6,-0.7
CNc1cccc(-c2c(OC)cccc2OC)n1,-3,-0.7,11,-35,9,7,-2,0,5,-0.2
C/C(=N\NC(=O)c1ccco1)c1ccc(NC(=O)c2ccccc2)cc1,-12,5.2,-2,-1,5,-2,0,0,-3,-0.4
COc1ccc(-n2nc(C(=O)NCC(=O)NCc3cccc(F)c3)c3ccccc3c2=O)cc1Cl,5,-2.8,5,-11,1,-2,-4,4,6,-1.4
O=C(/C=C1\C(=O)Nc2ccccc21)/C=C1\C(=O)Nc2ccccc21,6,4.0,6,-5,3,-18,-24,39*,3,-0.8
COc1ccc(-c2cc(-c3ccc(Cl)cc3)c(C#N)c(SCC(=O)O)n2)cc1,12,1.4,0,i,-18,2,-4,80*,-42,-20
O=c1[nH]c(C(F)(F)F)nc2c1nnn2Cc1ccccc1F,-6,-1.7,0,3,1,-2,-2,2,-26,0.2
Nc1ccc(N2CCN(CCCCN3C(=O)C4CCCN4C3=O)CC2)cc1 (stereo not given),4,-0.1,50*,-2,-4,-1,1,-1,-6,0.5
O=C(NC(=S)Nc1cccc(Cl)c1N1CCCC1)c1ccc(-c2cccc([N+](=O)[O-])c2)o1,-4,1.6,2,-1,4,-3,1,6,0,-0.3
NC(=O)c1cc([N+](=O)[O-])ccc1NCc1cccc(N)c1,7,0.9,-7,-1,7,-2,2,2,4,-0.2
CCOc1ccc(S(=O)(=O)NCc2ccccc2OC)cc1,12,0.0,-7,9,0,0,2,-1,-6,-0.6
O=C(Nc1ccc(F)cc1)NC1(C(=O)NCc2ccc3c(c2)OCO3)CCCCC1,-12,0.1,9,-1,0,0,-3,-1,-3,-0.8
Cc1noc(C)c1COc1ccc(C(=O)OCc2nnc(-c3ccc(Cl)cc3)o2)cc1,16,0.3,-8,22*,-24,-1,-4,2,4,0.1
Cc1cc(=O)oc(C)c1C(=O)NCC1COc2ccccc2O1 (stereo not given),-1,-0.5,-2,1,0,0,2,3,4,0.4
O=C(CNC(=O)c1cccs1)OCC(=O)c1ccc(Br)cc1,14,2.1,5,-6,1,-3,5,-4,6,0.3
O=C(OCc1ccccc1)C1=NNC2C(=O)N(c3ccc(Br)cc3)C(=O)C12 (stereo not given),-19,-1.0,8,-3,-1,2,5,5,1,-1.2
O=C(N/N=C/c1ccc(OCCCF)cc1)c1cc(OCC(F)(F)F)ccc1OCC(F)(F)F,-9,1.9,-11,1,6,-3,-2,-1,18,-0.7
COC(=O)C1=C(C)N(CCCC(=O)O)C(=O)NC1c1cccc2ccccc12 (stereo not given),21,-1.5,-4,-7,7,-3,0,5,11,-0.6
Cc1cccc(C(=O)Nc2ccnc(-c3ccncc3)n2)c1,-3,0.8,-9,2,-1,2,4,-2,-2,-0.1
CCc1ccc2[nH]c(=O)c(CN(CCCN3CCOCC3)C(=O)Nc3ccc(Cl)cc3)cc2c1,3,-0.6,-5,-12,-3,-7,1,4,0,0.0
Cc1cc(COc2ccccc2O)on1,-9,3.6,0,5,-2,-1,1,1,-17,1.0
NC(=O)C1(N2CCCCC2)CCN(C(=O)c2ccc(C#Cc3ccccc3)o2)CC1,7,1.2,-4,0,-3,-1,9,4,20,0.7
C=CCOc1ccc2oc(=O)cc(C)c2c1,-3,0.4,-7,-166,-4,-3,-1,0,-5,2.2
COC(=O)Cn1c(=NC(=O)c2ccc(S(=O)(=O)N3CCOCC3)cc2)sc2cc(S(N)(=O)=O)ccc21,5,1.1,-2,-55,-2,3,3,20,2,1.5
CCC(Sc1ccccn1)C(=O)Nc1nnc(C)s1 (stereo not given),12,1.7,1,4,0,4,0,-4,-8,0.7
O=C(COC(=O)c1ccc([N+](=O)[O-])o1)NCCCc1ccccc1,-6,-0.1,5,-9,1,-2,-1,2,-1,-0.1
CCN(CC)C(=O)CSc1nc2ccc(NC(=O)CSc3nnc(COc4ccccc4C)n3C)cc2s1,-10,3.6,-7,4,-47,-6,-5,4,3,0.4
CCOC(=O)C(=O)Nc1cccc(C(=O)OCC)c1,5,0.7,7,-6,1,3,3,0,1,-0.5
O=[N+]([O-])c1ccc(OCC(O)CN(CCO)CCO)cc1 (stereo not given),9,0.0,-1,-6,4,2,-3,0,7,0.0
COc1ccc(C(=O)C2CCN(C(=O)Nc3ccc(C)cc3)CC2)cc1,2,0.6,-7,-1,1,-12,6,-5,2,-0.3
COC(=O)c1c(C(=O)OC)c2cc(C(=O)c3ccccc3)ccn2c1Cl,1,0.4,1,-9,-3,-3,4,1,5,0.9
O=C(c1ccccc1NS(=O)(=O)c1ccc(Cl)cc1)N1CCc2ccccc21,1,2.9,5,2,-25,-1,-1,47*,13,0.0
O=C1NC(Cc2cnc[nH]2)C(=O)N2CCCC12 (stereo not given),1,x,-4,-15,1,-1,1,0,13,-0.5
Cn1c(CSCc2ccc(F)cc2)nnc1SCC(=O)Nc1cccc(C(=O)O)c1,-11,1.9,0,2,-3,-2,-3,11,-1,0.3
CN(c1nc2nonc2nc1NC1CC1)C1CCOC1 (stereo not given),-16,1.2,3,3,6,-2,0,3,3,-0.8
COc1ccc(-c2cnc(N)nc2-c2ccc(OCc3ccccc3)cc2O)cc1,-7,3.6,-2,3,-14,-4,3,6,-2,-4.7
CC1CCCCC1NC(=O)COC(=O)c1ccccn1 (stereo not given),13,0.0,2,3,8,5,-1,1,-1,-0.2
O=C(CN1C(=O)COc2ccccc21)Nc1ccc(F)cc1,7,3.5,0,-14,-5,-7,-3,3,6,0.4
Cc1ccccc1C[n+]1cccc2ccccc21,4,1.5,-4,-4,6,3,4,2,10,0.3
Cc1ccc(Nc2nnns2)cc1,-14,0.2,-1,-5,8,10,0,0,13,0.7
CCOCCCNC(=O)c1cc2c(=O)n3cccc(C)c3nc2s1,16,-0.7,2,-270,2,-3,15,-1,7,2.6
O=C(Nc1ccc(CN2CCOCC2)cc1)c1ccc(-c2ccc(Cl)cc2Cl)o1,0,-2.2,-12,11,-26,-4,12,2,9,-3.9
COc1ccccc1C(=O)OCC(=O)NC(C)CCc1ccccc1 (stereo not given),2,1.3,4,13,3,-9,-9,-8,7,0.4
O=C(CN1CCN(S(=O)(=O)c2ccccc2)CC1)N1CCCCC1,3,1.2,3,-12,12,-2,2,-1,-5,-0.1
CC(C)C[C@H]1CN([C@@H](Cc2ccccc2)CN2CCC[C@H]2CN2C(=O)C(=O)NC[C@@H]2Cc2ccccc2)C(=O)C(=O)N1CC1CCCCCC1,15,x,-4,-19,12,1,-3,3,11,0.2
N#Cc1ccsc1NC(=O)CSc1nnc(NC2CC2)s1,9,-0.7,-2,-2,2,2,1,4,21,-0.9
CC1CCC2(CC1)NC(=O)N(CC(=O)c1cccn1C)C2=O (stereo not given),2,0.5,3,1,-7,4,-2,-4,8,0.5
CS(=O)(=O)c1ccc(Cl)c(NC(=O)COC(=O)CNC(=O)c2ccc3ccccc3c2)c1,3,1.9,1,-11,-2,-4,-4,3,8,0.0

# Compounds were not picked by outcome. Share with any hit: about 4.5%.
